U2OS ROS induce – cancer cell ROS induction; U2OS ROS induction, H2DCF-DA fluorescence; ROS induction (% of piperlongumine), % at 10 µM; 46,000 compounds, 2% hits; AID 624156; in the data active means ROS induction above about 79%, passing the limit was not always enough; inconclusive means no clear call, values can overlap the other calls;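 further: 0% = DMSO vehicle median and 100% = reference compound median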
Active calls of the source: *; ? = inconclusive. These rows are one share of the data; the hit share may differ from the screen's.

Start of the data: the first 6 entries as a preview:
| smiles | U2OS ROS induce |
| --- | --- |
| C=CCN1C(=O)/C(=C2\SC(=Nc3ccccc3)N(c3ccccc3)C2=O)c2ccccc21 | -13 |
| O=C(CNC(=S)N(Cc1ccccc1)Cc1cccnc1)NC1CC1 | -10 |
| COc1ccc(CN(C)C[C@H]2Oc3c(NC(=O)Nc4c(C)noc4C)cccc3C(=O)N([C@@H](C)CO)C[C@@H]2C)cc1 | -2 |
| C[C@@H]1CCCCO[C@@H](CN(C)C(=O)Nc2ccc3c(c2)OCO3)[C@@H](C)CN([C@H](C)CO)C(=O)c2cc(NC(=O)NC3CCCCC3)ccc2O1 | 121* |
| CC(=O)c1c(C)nn(CC(O)COc2ccc3cc(Br)ccc3c2)c1C (stereo unspecified) | 0 |
| C[C@H](CO)N1C[C@H](C)[C@H](CN(C)Cc2ccncc2)Oc2ccc(NS(C)(=O)=O)cc2C1=O | 3 |

This part in full (from the top)
| smiles | U2OS ROS induce |
| --- | --- |
| C=CCN1C(=O)/C(=C2\SC(=Nc3ccccc3)N(c3ccccc3)C2=O)c2ccccc21 | -13 |
| O=C(CNC(=S)N(Cc1ccccc1)Cc1cccnc1)NC1CC1 | -10 |
| COc1ccc(CN(C)C[C@H]2Oc3c(NC(=O)Nc4c(C)noc4C)cccc3C(=O)N([C@@H](C)CO)C[C@@H]2C)cc1 | -2 |
| C[C@@H]1CCCCO[C@@H](CN(C)C(=O)Nc2ccc3c(c2)OCO3)[C@@H](C)CN([C@H](C)CO)C(=O)c2cc(NC(=O)NC3CCCCC3)ccc2O1 | 121* |
| CC(=O)c1c(C)nn(CC(O)COc2ccc3cc(Br)ccc3c2)c1C (stereo unspecified) | 0 |
| C[C@H](CO)N1C[C@H](C)[C@H](CN(C)Cc2ccncc2)Oc2ccc(NS(C)(=O)=O)cc2C1=O | 3 |
| Cc1noc(C)c1S(=O)(=O)N(C)C[C@H]1Oc2c(cccc2N(C)C)C(=O)N([C@H](C)CO)C[C@@H]1C | 1 |
| CC(C)NC(=O)N(C)C[C@H]1Oc2ccc(NS(=O)(=O)c3ccc(F)cc3)cc2C(=O)N([C@@H](C)CO)C[C@H]1C | -1 |
| O=C(c1cc([N+](=O)[O-])ccc1NCc1cccnc1)N1CCOCC1 | 1 |
| CC1(C)CCc2cc(-c3ccn(S(=O)(=O)c4cccc(C(F)(F)F)c4)n3)ccc2O1 | 14 |
| COc1ccccc1Nc1nc(N)nc(CSc2nc3ccccc3s2)n1 | -4 |
| C[C@@H]1CN([C@H](C)CO)C(=O)c2cccc(NS(=O)(=O)c3cn(C)cn3)c2O[C@H]1CN(C)C(=O)NC1CCCCC1 | -16 |
| C[C@@H]1CN([C@@H](C)CO)C(=O)Cc2cc(NC(=O)Nc3ccc(F)cc3)ccc2O[C@@H]1CN(C)C | -9 |
| O=C(CCN1CCC(c2cccs2)=N1)c1cccs1 | -4 |
| C[C@H]1CN([C@@H](C)CO)C(=O)Cc2cc(NC(=O)Nc3cccc4ccccc34)ccc2O[C@@H]1CN(C)Cc1ccncc1 | 20 |
| C[C@H](CO)N1C[C@H](C)[C@H](CN(C)Cc2ccc(-c3ccccc3)cc2)Oc2ccc(NS(=O)(=O)c3ccccc3)cc2CC1=O | 30 |
| Cc1ccc(S(=O)(=O)N2CC3CCC2C3)cc1 (stereo unspecified) | -8 |
| C[C@H]1CN([C@@H](C)CO)C(=O)Cc2cc(NC(=O)Cc3cn(C)c4ccccc34)ccc2O[C@H]1CN(C)Cc1ccc(C(F)(F)F)cc1 | 6 |
| C[C@@H]1CN([C@H](C)CO)C(=O)c2cccc(NC(=O)Nc3ccccc3)c2O[C@@H]1CN(C)S(=O)(=O)c1cccs1 | 6 |
| COc1cc2c(cc1OC)C(=NCCC(=O)O)NC(C)(C)C2 | -8 |
| C/C(=C\C=C\C(C)C)CC/C=C(\C)CCOc1c(O)cc2c(c1O)CNC2=O | -2 |
| C[C@H]1CN([C@@H](C)CO)C(=O)Cc2cc(NC(=O)NC3CCCCC3)ccc2O[C@H]1CN(C)Cc1ccc(C(=O)O)cc1 | -2 |
| c1ccc(CCn2c(CSc3nc4ccccc4o3)nc3ccccc32)cc1 | 63 |
| COc1ccc(NC(=O)CNS(=O)(=O)c2c(C)cc(C)cc2C)c(OC)c1 | -2 |
| CN1CCc2c(sc3c2C(=O)NC(/C=C/c2ccco2)N3)C1 (stereo unspecified) | -1 |
| COc1ccc(NC(=O)Nc2cccc3c2O[C@H](CN(C)C(=O)Nc2c(C)noc2C)[C@H](C)CN([C@@H](C)CO)C3=O)cc1 | -7 |
| Cc1noc(C)c1NC(=O)Nc1cccc2c1O[C@H](CN(C)Cc1ccc3c(c1)OCO3)[C@@H](C)CN([C@@H](C)CO)C2=O | 1 |
| COc1cccc(CNc2ccc3c(c2)ncn3-c2ccccc2)c1OC | 13 |
| C[C@H](CO)N1C[C@H](C)[C@H](CN(C)Cc2ccccc2)Oc2c(NC(=O)NC3CCCCC3)cccc2C1=O | -4 |
| C[C@@H]1CN([C@H](C)CO)C(=O)c2cc(NC(=O)C3CC3)ccc2O[C@@H]1CN(C)Cc1ccc(C(F)(F)F)cc1 | -2 |
| CC(=O)/C=C\[C@@H]1[C@@]2(C)CCCC(C)(C)C2CC[C@@]1(C)O (stereo partly specified) | -13 |
| COc1ccc2c(c1)C(C)(CC#N)C(=O)N2C (stereo unspecified) | 38 |
| COc1ccc(S(=O)(=O)N(C)C[C@@H]2Oc3c(NC(=O)C4CCCCC4)cccc3C(=O)N([C@@H](C)CO)C[C@@H]2C)cc1 | -11 |
| C[C@H]1CN([C@@H](C)CO)C(=O)c2cc(NS(C)(=O)=O)ccc2O[C@H]1CN(C)Cc1ccc(Cl)c(Cl)c1 | 0 |
| CCOC(=O)COc1ccc2c(c1)C(=O)CC(C)(C)O2 | 45 |
| COc1ccc(NC(=O)CSc2nc3c(c(-c4cccs4)c2C#N)CN(C)CC3)cc1OC | ? |
| C[C@H]1CN([C@@H](C)CO)C(=O)c2cc(NC(=O)C3CC3)ccc2O[C@H]1CN(C)Cc1ccc(Oc2ccccc2)cc1 | 12 |
| O=C(O)CCC(=O)N(Cc1ccccc1)Cc1cn(-c2ccccc2)nc1-c1cccnc1 | 18 |
| Cc1ccc(NC(=O)CSc2nnc(N)s2)cc1 | -12 |
| N#Cc1cc2c(N)c(C(=O)Nc3ccccc3)sc2nc1N | 19 |
| N#Cc1c(SCC(=O)Nc2ccccc2)ncc2cc3ccccc3nc12 | 192* |
| C[C@H]1CN([C@@H](C)CO)C(=O)c2cccc(NS(=O)(=O)c3ccccc3)c2O[C@@H]1CN(C)C(=O)NC1CCCCC1 | -7 |
| N#Cc1c[nH]c2ccc(NC(=O)/C=C/c3ccc(OC(F)(F)F)cc3)cc12 | -2 |
| COc1cccc(OCCSc2nc3ccccc3s2)c1 | 23 |
| COc1ccc(S(=O)(=O)N(C)C[C@@H]2Oc3c(NC(=O)C4CCOCC4)cccc3C(=O)N([C@H](C)CO)C[C@@H]2C)cc1 | 0 |
| C[C@@H]1CN([C@@H](C)CO)C(=O)c2cccc(NC(=O)Nc3ccccc3)c2O[C@@H]1CN(C)Cc1ccc(C(=O)O)cc1 | -7 |
| COc1ccc(NC(=O)C2C=C3C=CC(=O)C=C3OC2=Nc2ccc(C(=O)O)cc2)cc1 (stereo unspecified) | 12 |
| CCc1cccc(C)c1NC(=O)CSc1nnc(-c2ccccc2)o1 | 5 |
| C[C@@H]1CN([C@H](C)CO)C(=O)Cc2cc(NC(=O)Cn3cnnn3)ccc2O[C@@H]1CN(C)Cc1ccc2c(c1)OCO2 | 33 |
| CCc1ccc(N2CC(O)(c3ccccc3)[N+]3=C2CCCC3)cc1 (stereo unspecified) | -11 |
| C[C@H]1CN([C@@H](C)CO)C(=O)CCCn2nncc2CO[C@@H]1CN(C)S(=O)(=O)c1cccc(C#N)c1 | -4 |
| COc1cccc(NC(=O)c2cc3c(s2)-c2c(C)cccc2OC3)c1 | -11 |
| COc1ccc2[nH]c3c(=O)n(CCC(=O)NCCc4ccc(OC)c(OC)c4)c(=S)[nH]c3c2c1 | -4 |
| C=C(CO)C(=O)O[C@H]1C[C@@]23O[C@@H]2CC/C(=C/[C@H]2OC(=O)C(=C)[C@H]12)CO[C@@H]3O | 55 |
| C[C@H]1CN([C@@H](C)CO)C(=O)c2cc(NC(=O)c3ccncc3)ccc2O[C@@H]1CN(C)C(=O)Nc1ccc(C(F)(F)F)cc1 | -1 |
| C[C@@H]1CN([C@H](C)CO)C(=O)c2cccc(NS(C)(=O)=O)c2O[C@H]1CN(C)C(=O)Nc1cccc2ccccc12 | -3 |
| C[C@@H]1CN([C@@H](C)CO)C(=O)c2cccc(NC(=O)NC3CCCCC3)c2O[C@@H]1CN(C)S(=O)(=O)c1ccccc1 | -13 |
| CSc1nc(C=Nc2cccc(Cl)c2)c(O)n1Cc1cccc(Cl)c1 | 34 |
| CNC[C@@H]1Oc2ccc(N(C)C)cc2C(=O)N([C@H](C)CO)C[C@@H]1C | 16 |
| NC(=O)C1CC(=O)N(c2ccc(OCC(=O)Nc3ccccc3F)cc2)C1 (stereo unspecified) | 5 |

The listing continues:
| smiles | U2OS ROS induce |
| --- | --- |
| C[C@@H]1CN([C@@H](C)CO)C(=O)c2cc(NC(=O)Cc3ccccc3)ccc2O[C@@H]1CN(C)C(=O)Nc1ccc(C(F)(F)F)cc1 | 94* |
| Cc1ccc2cccc(OCc3nnc(SCC(=O)O)n3C)c2n1 | -2 |
| Cc1noc(C)c1NC(=O)N(C)C[C@@H]1Oc2ccc(NC(=O)C3CC3)cc2CC(=O)N([C@H](C)CO)C[C@H]1C | 4 |
| Cc1noc(C)c1S(=O)(=O)Nc1ccc2c(c1)C(=O)N([C@@H](C)CO)C[C@H](C)[C@@H](CN(C)C(=O)Nc1ccc3c(c1)OCO3)O2 | -9 |
| CN(C)c1nc2ccccc2c(=O)s1 | -6 |
| CC1CCN(CC(O)COc2c(F)cc(Br)cc2F)CC1 (stereo unspecified) | 13 |
| CCN(CC)CCNC(=O)COc1ccc(OC)cc1 | -9 |
| C[C@H]1CN([C@@H](C)CO)C(=O)c2cc(NC(=O)CCC(F)(F)F)ccc2O[C@@H]1CN(C)Cc1ccc(Oc2ccccc2)cc1 | 11 |
| CC(C(=O)Nc1cccc2ccccc12)N(c1ccc(Cl)cc1)S(C)(=O)=O (stereo unspecified) | -2 |
| Cc1noc(C)c1S(=O)(=O)N(C)C[C@@H]1Oc2ccc(NC(=O)Nc3cccc4ccccc34)cc2CC(=O)N([C@@H](C)CO)C[C@@H]1C | 1 |
| COC(=O)c1cc2sccc2n1CC(=O)N(C)c1ccccc1 | -5 |
| COc1cc(NC(=O)C2CCCO2)c(C(=O)O)cc1OC (stereo unspecified) | 26 |
| CN(C)c1ccc(/C=C2\C(=O)Nc3ccccc32)c2ccccc12 | -8 |
| Cc1noc(C)c1S(=O)(=O)Nc1ccc2c(c1)CC(=O)N([C@H](C)CO)C[C@H](C)[C@H](CN(C)S(=O)(=O)c1ccc(F)cc1)O2 | -3 |
| COC(=O)c1cc(NC(=O)COc2ccc(Cl)cc2C)cc(C(=O)OC)c1 | 0 |

Reprinted from the part before: 3 entries, followed by the next part.
| smiles | U2OS ROS induce |
| --- | --- |
| CN(C)c1ccc(/C=C2\C(=O)Nc3ccccc32)c2ccccc12 | -8 |
| Cc1noc(C)c1S(=O)(=O)Nc1ccc2c(c1)CC(=O)N([C@H](C)CO)C[C@H](C)[C@H](CN(C)S(=O)(=O)c1ccc(F)cc1)O2 | -3 |
| COC(=O)c1cc(NC(=O)COc2ccc(Cl)cc2C)cc(C(=O)OC)c1 | 0 |
| COc1ccc(NC(=O)N(C)C[C@H]2OCc3cnnn3CCCC(=O)N([C@@H](C)CO)C[C@@H]2C)cc1 | -8 |
| Cc1ccc(-n2ncc(C(=O)NCCN3CCOCC3)c2NC(=O)c2ccco2)cc1C | -6 |
| NC(=O)CN(Cc1ccc(F)cc1)S(=O)(=O)c1ccc(Cl)cc1 | -5 |
| Cc1noc(C)c1S(=O)(=O)N(C)C[C@H]1Oc2ccc(NC(=O)NC(C)C)cc2CC(=O)N([C@H](C)CO)C[C@H]1C | -7 |
| CC1=C(C(=O)Nc2ccc(F)cc2)C(c2ccc(F)cc2)C2=C(CC(c3ccccc3)CC2=O)N1 (stereo unspecified) | 7 |
| Cn1c(SCC(=O)Nc2ccccc2C(F)(F)F)nnc1-c1cccc(N)c1 | 2 |
| CCOC(=O)c1sc2nc(SCC(=O)C(C)(C)C)n(N)c(=O)c2c1C | -4 |
| O=C1C(=O)N(CCN2CCOCC2)C(c2ccc(Cl)cc2)C1C(=O)c1ccco1 (stereo unspecified) | -6 |
| CN1C(=O)C2C=CC=CC2N=C1SCc1ccccc1F (stereo unspecified) | ? |
| C[C@@H]1CN([C@H](C)CO)C(=O)Cc2cc(NS(=O)(=O)c3cccs3)ccc2O[C@@H]1CN(C)Cc1ccc(Cl)c(Cl)c1 | 59 |
| CCn1c(SCC(=O)N2CCN(c3ccccc3)CC2)nnc1-c1cc2cc(Cl)ccc2o1 | -12 |
| Cn1c(SCC(N)=O)nnc1-c1ccc(C(C)(C)C)cc1 | -12 |
| C[C@@H]1CN([C@@H](C)CO)C(=O)CCCn2cc(nn2)CO[C@H]1CN(C)S(=O)(=O)c1ccc(C#N)cc1 | 15 |
| C[C@H](CO)N1C[C@H](C)[C@H](CN(C)Cc2ccc(C(F)(F)F)cc2)Oc2ccc(NS(=O)(=O)c3cn(C)cn3)cc2C1=O | -8 |
| O=C1NC(=O)C(=Cc2ccc(-c3ccccc3)o2)C(=O)N1 | 57 |
| CC(C)NC(=O)N(C)C[C@@H]1Oc2ccc(NC(=O)Nc3cccc4ccccc34)cc2C(=O)N([C@H](C)CO)C[C@H]1C | 54 |
| C[C@@H]1CCCCO[C@@H](CN(C)S(=O)(=O)c2ccccc2)[C@@H](C)CN([C@H](C)CO)C(=O)c2cc(NS(=O)(=O)c3ccc(Cl)cc3)ccc2O1 | 113* |
| CCCN(C(=O)Cc1noc2ccc(C)cc12)c1ccc(F)cc1 | 19 |
| C[C@@H]1CN([C@H](C)CO)C(=O)Cc2cc(NC(=O)Nc3ccc(F)cc3)ccc2O[C@H]1CN(C)Cc1ccc(Cl)c(Cl)c1 | 16 |
| COc1ccc(Cl)cc1NC(=O)CN(c1cc([N+](=O)[O-])ccc1C)S(C)(=O)=O | 14 |
| Cc1cc(C(=O)Nc2cccc3c2O[C@@H](CN(C)S(=O)(=O)c2ccc(Cl)cc2)[C@@H](C)CN([C@@H](C)CO)C3=O)n(C)n1 | 5 |
